hgDAF12 agonist – H. glycines DAF-12 receptor agonists, primary screen, cell-based, luminescence, HEK293, GAL4 fusion, UAS-luciferase; HEK293 GAL4-hgDAF12 UAS-luciferase reporter, agonist luminescence; normalized to butyrate control; Nuclear hormone receptor DAF-12 (Heterodera glycines), GAL4 fusion; 370,000 compounds, 1.8% hits; activation, % at 6.8 µM;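 active = activation above a cutoff set at the mean of all screened compounds plus 3 SD, cut at about 10% in these data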;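 note: 0% = DMSO wells and 100% = sodium butyrate wells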
ADAM10 inh – human ADAM10 inhibitors, primary screen, biochemical, QFRET, HTS; inhibition, % at 7 µM; 370,000 compounds, 0.62% hits; recombinant ADAM10, EDANS/DABCYL FRET peptide cleavage, 3 h;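 active = inhibition above a per-campaign cutoff equal to the mean of compounds falling between control-based bounds plus 3 SD, cut at about 20% in these data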;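 note: 0% = DMSO wells while the 100% control is not disclosed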
FXN GAA850 act – FXN promoter activators, primary screen, cell-based, luciferase luminescence, HEK293 lucGAA850; HEK293 lucGAA850 FXN promoter luciferase reporter, 24 h; percent of 10 µM SAHA response; activation, % at 6 µM; 360,000 compounds, 0.56% hits;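 active = activation above the average of all compounds screened plus 3 SD, cutoff fixed separately per campaign, cut at about 7.5% in these data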;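 note: 0% = DMSO wells and 100% = 10 µM SAHA wells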
DAX1 inh-1 – DAX1 (NR0B1) inhibitors on StAR promoter, primary screen, cell-based, luminescence, SF-1 (NR5A1), full-length DAX-1 | HEK293T StAR-luciferase reporter, SF-1/DAX-1 repression relief | inhibition, % at 6.8 µM | 370,000 compounds, 1.1% hits | AID 652010, 2013;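 active = inhibition above the mean over all tested compounds plus 3 SD, cut at about 3.6% in these data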;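 note: 0% = DAX-1 cells with DMSO and 100% = cells lacking DAX-1 with DMSO; higher inhibition means more luminescence from relief of DAX-1 repression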
hcDAF12 agonist – H. contortus DAF-12 nuclear receptor activators, primary screen, cell-based, luminescence, HEK293, lit1-tk-luc reporter | 370,000 compounds, 1.4% hits | HEK293 hcDAF-12 lit1-tk-luc reporter; 0% DMSO, 100% Δ7-dafachronic acid | activation, % at 6.8 µM;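 active = activation above the mean of all tested compounds plus 3 SD, cut at about 5.5% in these data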;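 note: 100% = response to 3 µM Δ7-dafachronic acid high control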
PLCg1 inh – PLC-gamma1 enzyme inhibitors, primary screen, biochemical, fluorescence, purified enzyme. inhibition, % at 12.2 µM. fluorogenic substrate. 1-phosphatidylinositol 4,5-bisphosphate phosphodiesterase gamma-1 (Homo sapiens), P19174. 370,000 compounds, 0.84% hits; in the data active = inhibition above about 9.5%
ssDAF-12 act – S. stercoralis DAF-12 nuclear receptor activators, primary screen, cell-based, luminescence, HEK293, GRIP1 co-expression, lit1-tk-luc; Nuclear hormone receptor DAF-12 (Strongyloides stercoralis); HEK293 ssDAF-12/GRIP1 lit1-tk-luc reporter; % of 3 µM dafachronic acid response; activation, % at 6.8 µM; 370,000 compounds, 1% hits;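 active = activation above the mean over all tested compounds plus 3 SD, cut at about 0.9% in these data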;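 note: 0% = DMSO-only wells and 100% = 3 µM delta7-dafachronic acid wells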
DAX1 inh-2 – DAX1 (NR0B1) inhibitors, primary screen, cell-based, HEK293, Gal4-DAX1, luciferase luminescence | 340,000 compounds, 0.99% hits | inhibition, % at 6.75 µM | AID 504766, 2011 | HEK293 Gal4-DAX1 luciferase reporter | Nuclear receptor subfamily 0 group B member 1 (Homo sapiens), P51843;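 active = inhibition above the mean over all tested compounds plus 3 SD, cut at about 4.2% in these data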;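 note: 0% = DAX1-transfected cells with DMSO and 100% = empty-vector control cells with DMSO; inhibition shows as a rise in luminescence from relieved DAX1 repression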
PLCb3 inh – human PLC-beta3 inhibitors, primary screen, biochemical, fluorescence | AID 720704, 2013 | inhibition, % at 12.2 µM | Purified PLC-beta3, fluorogenic substrate | 370,000 compounds, 0.18% hits; in the data active = inhibition above about 11%;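 note: 0% = median of compound wells on plate and 100% = full blocker control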
ADAM17 inh – ADAM17 inhibitors, primary screen, biochemical, QFRET. 370,000 compounds, 0.83% hits. recombinant ADAM17, EDANS/DABCYL FRET peptide cleavage. inhibition, % at 6.95 µM. Disintegrin and metalloproteinase domain-containing protein 17 (Homo sapiens), P78536;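 active = inhibition above the mean of compounds lying between control limits plus 3 SD, set per campaign, cut at about 8.5% in these data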;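 note: 0% = DMSO-only wells as the low control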
sPLA2-III inh – human group III sPLA2 inhibitors, primary screen, biochemical, QFRET, BODIPY PC-A2 liposome substrate; Group 3 secretory phospholipase A2 (Homo sapiens), Q9NZ20; QFRET BODIPY PC-A2 liposome hydrolysis, fluorescence; AID 743126, 2013; inhibition, % at 12.2 µM; 370,000 compounds, 0.56% hits;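 active = inhibition above mean plus 3 SD of compounds lying within the high and low control bounds, cut at about 19% in these data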;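 note: 0% = median of test compound wells and 100% = no enzyme DMSO wells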
The depositor's hits bear a star; / = not tested or not shown.

nr	compound	hgDAF12 agonist	ADAM10 inh	FXN GAA850 act	DAX1 inh-1	hcDAF12 agonist	PLCg1 inh	ssDAF-12 act	DAX1 inh-2	PLCb3 inh	ADAM17 inh	sPLA2-III inh
1	Cc1cc(NC(=O)c2nn(C)c(C)c2[N+](=O)[O-])no1	1.4	-5.8	-0.4	-0.2	-1.7	0.0	-1.0	0.5	3.0	-4.5	4.0
2	O=C(N/C=C/n1cnc2cc(C(F)(F)F)ccc21)c1ccc(F)cc1	-2.6	-12.3	2.0	-0.4	-0.1	-0.5	-1.0	1.2	-3.4	2.8	12.6
3	CCOc1ccc(C(=O)O)cn1	1.0	-15.0	0.5	0.6	0.6	1.8	0.1	0.9	5.2	5.1	14.5
4	COc1cccc(-c2cnc(C(O)c3ccc(Cl)cc3C)[nH]2)c1 (configuration not stated)	-1.9	1.7	0.8	0.1	0.5	3.8	-1.7	/	0.5	2.9	-4.0
5	COc1ccc(NC(=O)c2ccc(C)o2)c([N+](=O)[O-])c1	4.8	-2.7	5.4	0.4	0.8	1.5	0.1	-0.4	4.2	-0.7	-3.7
6	CCC(=O)Nc1ccc(C(=O)Nc2ccc(OC)cc2[N+](=O)[O-])cc1	-2.6	-9.0	-1.9	0.1	-0.5	9.2	-1.4	-0.2	-3.6	-3.3	3.0
7	Cc1ccc(NC(=O)c2ccccc2-c2ccc(C(F)(F)F)cc2)cc1S(=O)(=O)N1CCOCC1	-1.0	-2.5	-0.7	0.0	0.9	-0.9	-1.5	0.4	0.1	-3.8	3.2
8	CC(C)c1ccc(NC(=O)NC2(C(=O)NCc3cccnc3)CCCCC2)cc1	3.0	-1.4	0.1	-0.2	-1.1	0.8	-1.4	-0.9	-0.8	-2.0	9.2
9	Cc1nc2ccn(Cc3ccccc3)c(=O)c2cc1C(=O)N1CCN(c2ccccc2)CC1	-3.1	-6.3	2.6	0.1	0.7	-12.2	-1.0	0.0	-27.4	-4.8	3.0
10	COc1cccc(NC(=O)CCNC(=O)N2CC(=O)Nc3ccccc32)c1	5.6	-4.3	-0.3	1.5	-1.8	2.1	-1.4	0.3	2.2	-4.9	-2.4
11	O=C(c1ccc2c3n(nc2c1)-c1ccc(Cl)cc1CO3)N1CCCCC1	7.7	-13.7	4.4	0.8	1.6	-18.6	-0.5	0.8	-30.0	-3.9	1.3
12	O=C(NCc1ccc2c(c1)OCO2)C1CC(=O)N(C2CCCCCCC2)C1 (configuration not stated)	-0.3	-0.1	-1.7	0.7	-1.9	-0.7	-1.3	-0.2	-0.6	-4.5	-4.5
13	COc1ccc(C)cc1NC(=O)COC(=O)c1c(C)noc1C	0.9	2.1	-0.8	-0.3	-0.6	1.1	-1.0	-0.8	3.3	-0.7	-1.9
14	Cc1cc(C(=O)Cn2nnc3ccccc3c2=O)c(C)n1-c1ccccc1F	-9.9	1.3	-10.2	-2.1	-2.0	4.0	-2.0	-3.2	-0.6	-0.6	-15.6
15	CC1CCN(C(=O)COC(=O)C2CCN(S(=O)(=O)c3ccc(Cl)c(C(F)(F)F)c3)CC2)CC1	1.5	4.2	0.6	-0.4	0.1	-5.2	-0.5	-0.3	-2.8	0.9	-0.1
16	COCCNC(=O)c1cccc(OC2CCN(Cc3ccc(F)cc3OC)CC2)c1	1.8	-7.9	1.7	-0.3	-2.2	0.6	-1.2	-0.8	1.5	-3.1	3.8
17	O=C(Nc1cccc(NC(=O)c2c(F)cccc2F)n1)c1c(F)cccc1F	-1.0	7.2	0.3	-0.1	-1.2	2.5	-1.2	-0.7	-4.6	3.9	-0.1
18	COc1ccc([N+](=O)[O-])cc1NC(=O)CN(C)S(=O)(=O)c1ccccc1	-4.9	6.2	0.3	-0.2	-1.4	3.6	-1.2	0.0	2.3	2.6	-0.3
19	NS(=O)(=O)c1ccc(NC(=O)COC(=O)c2cc3ccccc3cc2O)cc1	-0.3	-2.0	2.7	-0.7	0.1	-55.0	-0.5	0.0	-90.1	-0.2	-28.6
20	COc1ccc(-c2csc3ncnc(Cl)c23)cc1	-1.6	1.2	-2.2	0.0	-2.1	1.5	-1.6	0.6	-7.3	-2.4	1.2
21	CCc1ccccc1NC1c2ccccc2C(=O)N1Cc1ccco1 (configuration not stated)	1.6	-0.7	-1.3	-0.6	-0.5	-3.0	-1.2	2.0	-2.2	-2.9	7.2
22	CCOCCn1c(SCc2cccc(C)c2)nc2c1c(=O)[nH]c(=O)n2C	-3.0	-7.0	0.3	-0.8	-0.7	0.2	-0.8	0.4	-0.9	-4.6	-0.8
23	COc1cc(OC)c(C(=O)OC(C)C(=O)NCc2ccc3c(c2)OCO3)cc1OC (configuration not stated)	-0.3	-17.6	0.4	0.2	0.1	7.4	-0.2	2.2	-0.9	-6.0	9.8
24	O=[N+]([O-])c1ccc(NC(=S)NCCc2ccc(Cl)cc2)cc1	-2.2	18.1	-2.6	-1.4	-0.6	6.3	-1.8	-0.6	2.8	5.5	-37.0
25	O=C(NNC(=O)c1ccccc1F)c1cccc(-n2cccc2)c1	4.4	0.8	0.5	3.7*	-0.9	-6.6	-0.9	1.4	-0.1	-0.7	-3.4

Structures above marked active in DAX1 inh-1.
| item | structure | ADAM10 inh | FXN GAA850 act | DAX1 inh-1 | hcDAF12 agonist | PLCg1 inh | ssDAF-12 act | DAX1 inh-2 | PLCb3 inh | ADAM17 inh | sPLA2-III inh |
| --- | --- | --- | --- | --- | --- | --- | --- | --- | --- | --- | --- |
| 25 | O=C(NNC(=O)c1ccccc1F)c1cccc(-n2cccc2)c1 | 0.8 | 0.5 | 3.7* | -0.9 | -6.6 | -0.9 | 1.4 | -0.1 | -0.7 | -3.4 |

Further results
nr	compound	hgDAF12 agonist	ADAM10 inh	FXN GAA850 act	DAX1 inh-1	hcDAF12 agonist	PLCg1 inh	ssDAF-12 act	DAX1 inh-2	PLCb3 inh	ADAM17 inh	sPLA2-III inh
26	C[C@H](CO)N1C[C@H](C)[C@@H](CN(C)S(=O)(=O)c2ccccc2)Oc2c(NC(=O)c3ccncc3)cccc2C1=O	1.4	3.8	-2.1	-0.2	0.2	6.3	-0.8	-0.3	0.5	11.1*	-1.7
27	Cc1ccc(C)c(S(=O)(=O)N2CCN(C(=O)Cc3sc(C)nc3-c3ccc(F)cc3)CC2)c1	-3.8	-9.6	-3.0	-0.5	-2.0	8.9	-2.0	-2.0	-4.7	3.5	-14.2
28	Cc1c(C(=O)N2CCOCC2)sc(NC(=O)Cc2ccccc2)c1C#N	-1.7	-5.5	2.2	0.2	-1.5	-0.2	-1.2	-1.7	-3.8	-0.5	1.4
29	O=C(c1ccc(COc2ccccc2Br)o1)N1CCN(c2ccccn2)CC1	-1.1	9.9	1.5	0.3	-1.3	5.1	-0.7	-0.3	-1.2	5.8	-13.9
30	COc1cccc(NC(=O)CCC2CCN(C(=O)Cc3cccc(F)c3)CC2)c1	-1.1	6.1	0.4	-1.1	-2.1	4.0	-1.3	-0.1	-1.7	-4.9	-10.1
31	CCCCN(CC)C(=S)Nc1ccc2nc(N3CCN(C)CC3)cc(C)c2c1	-3.4	-381.8	-5.9	-1.4	-1.8	-187.1	-1.6	-1.3	-269.3	-134.6	1.9
32	Cc1ccc(S(=O)(=O)N2CC(=O)Nc3ccccc32)cc1C	-1.0	-0.4	-0.1	1.0	-1.3	-1.8	-1.4	0.2	1.3	-5.3	0.7
33	CCOC(=O)C1=C(C)NC(=O)NC1c1ccc(C)o1 (configuration not stated)	1.7	-10.0	1.0	0.6	-0.5	-0.2	-0.5	-0.6	-5.1	-3.2	-4.5
34	COCCCNCCCCOc1ccccc1-c1ccccc1	-0.8	8.3	-0.1	0.1	0.3	4.9	0.3	1.6	3.3	1.3	-8.7
35	O=C1[C@H]2[C@@H](c3ccc(C(F)(F)F)cc3)N[C@]3(CCCN(Cc4ccccc4)C3=O)[C@H]2C(=O)N1Cc1ccccc1	-1.2	10.6	-6.0	-0.3	-2.7	2.5	-0.4	0.6	4.9	2.9	-8.9
36	Cc1ccc(OCC(=O)Nc2ccccc2C(N)=O)cc1	9.8	7.1	3.8	1.0	1.5	8.5	0.5	2.7	-3.2	5.2	8.9
37	CC(=O)C1=C(C)OC(N)=C(C#N)C1c1cc2cccc(C)c2nc1Cl (configuration not stated)	0.1	-43.4	0.1	0.0	-0.7	-53.8	-1.4	1.7	-73.6	-19.6	-18.3
38	C[C@@H]1CN([C@@H](C)CO)C(=O)c2cc(Br)cnc2O[C@H]1CN(C)C(=O)c1ccc2c(c1)OCO2	-1.4	-11.0	1.2	0.2	0.0	-2.6	-1.5	0.2	-1.4	-4.9	4.7
39	Cc1ccc(NC(=O)Cn2c(=O)c(C)nc3ccccc32)cc1	-1.1	-14.4	1.0	-0.8	-2.7	-3.4	-1.4	0.6	-1.9	-2.6	1.2
40	Cn1c(=O)cc(SCC(=O)N2CCN(c3ccccc3)CC2)c2ccccc21	-1.1	-18.7	-0.7	-0.5	-0.7	-5.6	-1.2	-0.6	-4.3	-5.3	-1.7
41	O=C(NCc1ccco1)C1CCN(c2nc3ccccc3n2Cc2ccc(F)cc2)CC1	-1.4	-0.5	0.6	0.2	-1.8	-0.1	-1.6	-0.1	-2.9	-1.6	-19.4
42	Cc1nc(N)sc1-c1csc(Nc2ccc(Cl)cn2)n1	1.0	-16.2	6.4	0.0	0.4	-12.7	-0.6	0.3	-21.2	-5.4	13.6
43	COc1ccc(S(=O)(=O)NNC(=O)c2cc3ccccc3o2)cc1	-2.6	3.0	0.7	0.2	-1.6	4.7	-0.8	-2.5	3.5	2.0	-1.5
44	NS(=O)(=O)c1cccc(NC(=O)C2CC(=O)N(Cc3ccco3)C2)c1 (configuration not stated)	0.0	-0.2	0.8	-0.5	-1.6	2.1	-1.3	2.5	-4.8	-1.4	-1.5
45	Cc1ccc2oc(Nc3nc(-c4ccccc4)cc(=O)[nH]3)nc2c1	-0.8	-0.9	/	0.3	-0.2	-0.7	-1.3	/	1.9	-0.1	-1.2
46	Cc1cc(=O)c2c(o1)CC(C)(C)CC2=O	1.8	-0.1	-1.7	0.8	0.0	-2.5	-1.4	0.3	1.4	-2.3	-3.3
47	COc1ccc(/C(C)=N/NC(=O)c2ccc(NS(=O)(=O)c3cccs3)cc2)cc1	4.7	-8.8	0.9	0.4	0.8	-8.0	-1.7	1.3	-16.8	-4.6	-3.8

High-throughput results deposited in PubChem BioAssay by The Scripps Research Institute Molecular Screening Center.
